High-throughput results as filed in PubChem BioAssay.
T cell modulator: modulators of CD8 T cell-vesicle binding, primary screen, mouse 2C CD8+ T cells, flow cytometry | 2C CD8+ T cell-vesicle binding; active compounds read low | calls only at 7 µM | 0.068% of 330,000 active;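 active = response, share of CD8 T cells binding vesicles, and their 90th percentile fluorescence all below set limits, cut at about 80% in these data, passing the limit was not always enough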
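Also added: QL9-peptide-loaded Drosophila micro-vesicles bearing Ld, ICAM-1 and B7-1; Test system: purified 2C TCR transgenic mouse naive CD8+ T cells; Measured by: cytometric PE anti-B7-1 and Alexa647 anti-CD8 signals after 1% paraformaldehyde fixation; Timing: binding step 1.5 h, 37 °C, antibody labelling 20 min, ice.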
Ins promoter up: insulin promoter activators in MIN6 cells, imaging, high-content screening, mouse beta cells; AID 1625, 2009; MIN6 insulin promoter-GFP reporter; active compounds read high; z-score at 5 µM; 0.3% of 190,000 active;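 active = z-score above 3 at 5 µM with at least 500 cells counted in the well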
MT stabilize HCS: microtubule stabilizers in HeLa cells, primary screen, imaging, high-content imaging; % tubulin-high responders, % at 10 µM; 0.83% of 200,000 active; AID 2205, 2009; HeLa tubulin immunostaining HCS, 24 h; share of cells brighter than vehicle mean+2SD;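 active = plate Z-score above 3 for both tubulin-high and condensed-nucleus cell shares, with cell loss under 80%, at 10 µM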;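 also: anti alpha tubulin signal scored within the nucleus-defined area of each cell; some results filed as inactive read as strong as hits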
Autophagy HCS: autophagy modulators in MEF cells, primary screen, imaging, high-content, MEF GFP-LC3; calls only at 10 µM (by protocol); MEF GFP-LC3 puncta imaging; test concentration mostly 10 µM; 0.98% of 190,000 active;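 active = percentage of spot-positive cells more than 3 SD above its plate mean, without a fluorescence outlier flag or 80% toxicity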;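 also: spot-positive cell cutoff set from DMSO-treated cells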
Dynein cargo inh: inhibitors of GR-EGFP nuclear translocation, primary screen, dynein cargo transport inhibitor project, imaging, high-content, 3617.4 mouse cells; z-score, hits read low; AID 1381, 2008; 0.47% of 220,000 active; test concentration mostly 20 µM; stimulated with dexamethasone, 1 µM; active compounds read low;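 active = plate z-score of nuclear minus cytoplasmic receptor signal below a set negative limit, without overly bright fluorescence or cell loss, cut at about -3.5 in these data, passing the limit was not always enough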;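 also: z-score of nuclear minus cytoplasmic ring GR-EGFP intensity difference per well; some compounds called inactive have numbers as strong as hits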
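Buffer or medium: Induction medium lacking tetracycline, stripped serum | Also added: Dexamethasone agonist, 1.0 µM final, for 30 min | Timing: 48 h induction, 1 h compound, 30 min dex at 37 °C | Detection: Formaldehyde fixation, Hoechst nuclear stain, 10x automated fluorescence imaging | Measure: Nuclear versus cytoplasmic GR-EGFP signal, averaged per well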
Salmonella PhoP GFP: inhibitors of PhoP regulon expression, primary screen, Salmonella Typhimurium, GFP reporter (AID 1863) | S. Typhimurium PhoP-regulated promoter GFP reporter, 4 h; higher % means a stronger effect | inhibition, % at 50 µM, or IC50 in µM where a hit was titrated | 0.16% of 300,000 active;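 active = inhibition over 29.93%, a cutoff 3 SD above the screen mean, later confirmed by dose response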;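 also: 0% = low Mg2+ inducing control and 100% = high Mg2+ repressing control; strong numbers were not always called active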
ER stress rescue: rescue of cells from ER stress-induced death, primary screen, 384-well, CSM14.1, thapsigargin, ATP luminescence (AID 1222); 190,000 tested, under 10 active; CSM14.1 thapsigargin-induced death rescue, ATP luminescence; higher % means a stronger effect; cellular ATP content (survival), % at 20 µM; hits with a dose series show EC50 in µM;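 active = EC50 below 50 µM in the dose-response confirmation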;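 also: death triggered by thapsigargin at about 15 µM added after 2 h compound pretreatment; cell ATP read after overnight thapsigargin exposure of roughly 18 to 22 hours; normalized against plate controls of thapsigargin alone and 5% DMSO vehicle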
bCat nuc transl: modulators of beta-catenin nuclear translocation, primary screen, imaging, HeLa cells, immunofluorescence, high-content | nuclear translocation activity, % at 5 µM | 0.3% of 190,000 active;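 active = nuclear translocation activity above 50% at 5 µM, with a well cell count of 50 or more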;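 also: per-cell ratio of nuclear to cytoplasmic median beta-catenin stain intensity; plate controls were DMSO negative control for no effect and GSK-3 inhibitor IX positive control for full effect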
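System: Human HeLa cells, endogenous beta-catenin | Compound dosing: 5 µM primary, 0.02–20 µM confirmation | Timing: 24 h compound exposure at 37°C, 5% CO2 | Measured by: Fluorescence imaging of beta-catenin antibody stain plus DAPI | Read-out basis: % activation of per-cell nuclear versus cytoplasmic median beta-catenin signal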
Lipid droplet: inhibitors of hepatocyte lipid droplet formation, primary screen, imaging, high-throughput imaging, BODIPY stain; AML12 mouse hepatocytes, oleate lipid droplets; inhibition, % at 6.5 µM; 0.4% of 240,000 active; AID 1656, 2009;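 active = lipid droplet intensity inhibited by at least 50%, with more than 500 cells counted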
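System: AML12 hepatocytes (mouse). Probe or stimulus: oleic acid at 100 µM to induce lipid droplet formation. Times: overnight treatment with compound plus oleate. Detection: Image-based BODIPY and DAPI two-channel analysis. Evaluation: percent inhibition of filter-corrected integrated lipid droplet intensity per well.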
Dynein cargo inh cytoplasmic EGFP: further read-out of Dynein cargo inh, marked with its call; z-score; measured here: cytoplasmic GR-EGFP intensity; active compounds read high
Dynein cargo inh nuclear GR-EGFP: recorded beside Dynein cargo inh, whose call it bears; z-score; measured here: nuclear GR-EGFP intensity;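 lower value marks the stronger effect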
Dynein cargo inh cell count: second read-out of Dynein cargo inh, no call of its own (marks repeat the call); z-score; measured here: cell count per field
Ins promoter up cell count: second read-out of Ins promoter up, no call of its own (marks repeat the call); cell count; measured here: cytotoxicity, nuclei count;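 total cells summed across four imaged fields per well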
Lipid droplet cells 6.5 µM: also measured in Lipid droplet; calls as there; cell count; measured here: cell count, cytotoxicity flag;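 cells counted across two imaged fields per well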
bCat nuc transl cell count 5 µM: further read-out of bCat nuc transl, marked with its call; cell count; measured here: cell count, cytotoxicity flag
T cell modulator vesicle-bound %: also measured in T cell modulator; calls as there; double positive events, %; measured here: CD8+ vesicle-bound cell fraction;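 binding gate set so that unloaded-vesicle control wells show 10% double positive cells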
MT stabilize HCS Hoechst-high %: recorded beside MT stabilize HCS, whose call it bears; % Hoechst-high responders; measured here: nuclear condensation Hoechst responders;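 share of cells brighter than vehicle mean plus two SD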
MT stabilize HCS cytotoxicity %: also measured in MT stabilize HCS; calls as there; toxicity, %; measured here: cytotoxicity by cell density;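 0% = mean cell density of plate MIN control wells and 100% = no cells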
Autophagy HCS cell loss 18 h: recorded beside Autophagy HCS, whose call it bears; toxicity, %; measured here: cell loss, nuclei count;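 cell loss after 18 h compound exposure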
* hit, by the source's call; i = inactive; / = not tested or not shown. Random draw from the library. About 3% of those tested had a hit in this group.

SMILES,T cell modulator,T cell modulator vesicle-bound %,Ins promoter up,Ins promoter up cell count,MT stabilize HCS,MT stabilize HCS Hoechst-high %,MT stabilize HCS cytotoxicity %,Autophagy HCS,Autophagy HCS cell loss 18 h,Dynein cargo inh,Dynein cargo inh cytoplasmic EGFP,Dynein cargo inh nuclear GR-EGFP,Dynein cargo inh cell count,Salmonella PhoP GFP,ER stress rescue,bCat nuc transl,bCat nuc transl cell count 5 µM,Lipid droplet,Lipid droplet cells 6.5 µM
Cc1ccnc(-n2sc3ccccc3c2=O)n1,i,25.2,1.34,712,1.4,1.8,7.5,i,-0.6,-2.51,3.12,-0.873,-2.43,3.5%,1.3%,-1.8,1139,-0.3,791
Cc1cccc(NC(=O)C2CCN(c3nccc(C)n3)CC2)c1,i,12.7,-0.02,983,3.7,1.5,9.2,i,8.8,0.739,1.81,1.23,-1.85,-0.9%,-0.9%,1.1,1142,/,/
COc1ccc(C(=O)Nc2c3c(nn2-c2cccc(Cl)c2)CS(=O)C3)cc1 (stereo unspecified),i,41.0,-0.82,888,2.9,3.0,10.9,i,-5.9,-0.89,-0.193,-0.17,0.423,1.8%,-1.2%,/,/,9.2,756
COc1ccc(OC)c(NC(=O)Cn2c(-c3ccc(Cl)cc3)noc2=O)c1,i,29.0,0.87,1041,2.9,2.5,14.0,i,-1.4,0.545,-0.167,0.512,-0.904,-1.6%,-1.0%,-0.6,1134,/,/
O=C(COC(=O)c1cncc(Br)c1)NCc1ccccc1,i,52.9,0.21,1096,1.8,2.2,4.7,i,23.4,-0.656,0.0627,-0.313,-1.11,7.8%,0.2%,-0.6,1053,-11.1,687
COc1ccc(CNC(=O)c2noc(C(C)C)c2[N+](=O)[O-])cc1,i,8.1,/,/,1.7,2.5,9.2,i,-2.3,-0.102,-0.235,0.0328,0.314,-2.8%,-2.4%,1.1,1144,17.3,709
O=C(NC1CCS(=O)(=O)C1)c1ccc(S(=O)(=O)N2CCCCC2)cc1 (stereo unspecified),i,40.7,/,/,5.4,1.7,7.2,i,3.8,-0.112,-0.203,0.0568,0.265,-1.1%,0.8%,-0.8,1012,-7.8,720
COc1ccc(N2CCN(C(=O)CN(c3ccccc3)S(C)(=O)=O)CC2)cc1,i,17.1,/,/,5.5,3.6,4.9,i,22.7,-0.728,-0.309,-0.209,0.0925,-5.4%,1.5%,-2.9,1037,-13.4,789
CCn1cc(CN(C)S(=O)(=O)c2ccc3ccccc3c2)c(C)n1,i,42.3,-1.44,535,2.2,2.8,2.3,i,3.3,-0.203,-0.231,-0.134,0.395,-2.0%,-2.1%,-1.6,476,-27.3,538
O=C(Nc1ccccc1C(=O)N1CCCC1)c1cccc(S(=O)(=O)N2CCCCC2)c1,i,31.3,-0.9,1230,3.0,1.6,7.5,i,-5.3,0.447,-0.246,1.01,-0.347,-1.7%,-1.7%,-3.5,1285,1.6,796
O=C1CC(C(=O)NC2CCCCC2)C2(CCCCC2)O1 (stereo unspecified),i,30.3,-0.65,1418,2.3,1.8,7.9,i,13.1,-0.458,-0.327,0.00245,0.557,-5.1%,1.0%,0.8,1003,0.0,751
CCC1=C/C(=C\c2ccc3c(c2)OCO3)C(=O)S1,i,38.3,0.09,1147,3.8,2.7,4.7,i,0.6,-3.72*,0.919*,-1.39*,0.295*,-4.8%,-2.4%,-1.1,1385,/,/
O=C(CCn1c(=O)oc2ccccc21)n1c(=O)oc2ccccc21,i,25.5,/,/,1.9,1.6,7.5,i,-5.9,-0.89,-0.208,-0.52,0.912,-6.3%,-1.8%,/,/,/,/
Cc1ccc(C)c(NC(=O)COC(=O)CCCN=C2NS(=O)(=O)c3ccccc32)c1,i,54.5,-0.1,1324,2.5,1.8,7.7,i,9.3,0.147,-0.256,-0.327,-0.583,2.8%,0.0%,-0.2,990,3.5,666
Cc1cccc(Nc2nc(N)nc(CN3CCN(c4ccccc4F)CC3)n2)c1,i,2.0,/,/,1.9,1.9,7.4,i,9.6,-0.812,0.15,-0.259,0.132,/,/,/,/,/,/
O=C(CC1NCCN(Cc2ccccc2)C1=O)Nc1ccc(Cl)cc1 (stereo unspecified),i,40.8,0.21,1368,/,/,/,/,/,0.468,-0.242,0.222,-0.131,-9.6%,/,-0.7,1124,-5.5,719
Cc1cc(C(=O)N/N=C2/CC(C)CC(C)(C)C2)c(C)o1 (stereo unspecified),i,46.2,0.3,1456,4.4,0.8,5.6,i,-6.0,0.299,-0.385,-0.487,0.802,11.2%,-0.9%,-2.5,1101,10.7,683
COc1ccc(C2CC(c3cccs3)=Nc3ccccc3S2)cc1 (stereo unspecified),i,16.4,/,/,20.6*,9.6*,13.7*,i,2.8,-0.368,-0.278,-0.2,0.489,5.3%,2.3%,-0.8,1152,-10.9,600
CCC(C)n1c(=N)c(C#N)cc2c(=O)n3ccccc3nc21 (stereo unspecified),i,12.5,/,/,1.9,1.1,3.7,i,10.3,0.899,-0.22,0.445,0.407,-13.1%,-1.6%,0.5,1114,-3.2,745
COc1ccc(CC(=O)Nc2nnc(C(C)C)s2)cc1OC,i,48.7,0.81,1474,1.3,1.0,7.8,i,-2.2,0.203,-0.377,0.0254,0.628,-4.4%,13.5%,-1.1,1560,5.9,758
FC(F)(F)c1cc(CCN2C(=S)NC[C@@H]2Cc2ccccc2)cc(C(F)(F)F)c1,/,/,-0.94,1373,4.3,1.2,10.6,i,-2.2,-0.943,-0.319,-0.33,0.654,-5.2%,-1.9%,-0.9,1157,-4.4,695
COc1ccccc1C(=O)NCC(=O)OCC(=O)Nc1cccc(S(=O)(=O)N2CCCCCC2)c1,i,46.7,-0.02,1426,4.5,2.0,4.3,i,3.4,0.321,0.362,0.486,0.545,5.9%,0.4%,-2.5,1052,0.7,669
Cc1cc(C)cc(NC(=O)Nc2ccc3c(c2)N(C)C(=O)CS3)c1,i,39.3,-0.48,720,6.3,5.9,8.5,i,10.7,-1.19,0.133,-0.596,0.552,-7.4%,0.7%,/,/,/,/
CCOc1ccc(OCC)c(NC(=O)C2CCCN(c3nc(C)cc(C)n3)C2)c1 (stereo unspecified),i,34.1,/,/,1.3,2.0,7.6,i,-42.0,-0.82,-0.31,0.366,0.453,7.0%,-0.3%,-5.5,985,/,/
COC(=O)C1=C(C)NC2=C(C(=O)CC(C)(C)C2)C1c1cnn(C)c1C (stereo unspecified),i,37.9,0.19,1294,3.7,2.5,7.1,i,-3.8,-0.653,-0.314,-0.706,0.608,-3.3%,0.6%,-1.6,548,-21.5,692
CS(=O)(=O)N1CCN(c2ccccc2NC(=O)c2ccc(Cl)cc2)CC1,i,14.4,0.47,1878,2.3,1.5,9.1,i,1.6,-0.375,-0.165,-0.831,0.23,-8.3%,-2.0%,-0.3,1070,8.4,663
Cc1ccc(S(=O)(=O)/N=C(/Nc2c(C)n(C)n(-c3ccccc3)c2=O)c2ccccc2)cc1,i,59.6,-0.04,1208,3.4,1.5,4.2,i,10.5,-0.146,-0.168,-0.0654,0.746,8.8%,-0.2%,-2.2,533,-1.4,616
O=S(=O)(Nc1nc2c(s1)CCCC2)c1ccc(Br)cc1,i,22.0,/,/,3.7,3.0,7.0,i,-3.1,-0.328,-0.119,-0.217,1.14,-3.8%,-2.7%,7.9,427,-7.5,754
CCOC(=O)Cn1nc(C)c(NC(=O)COc2ccc(OC)cc2)c1C,i,55.1,-0.5,1052,/,/,/,/,/,-0.46,-0.238,0.572,-0.401,-3.8%,/,-0.5,1341,-0.1,649
COc1ccc(-c2nsc(C(=O)N(c3ccc(F)cc3)C(C(=O)NC3CCCC3)c3ccc(OC)cc3)c2N)cc1 (stereo unspecified),i,44.6,-1.54,908,3.6,2.5,11.5,i,-14.4,-0.79,-0.243,-0.148,0.477,-7.1%,0.7%,-1.0,1101,0.8,777
CCCN=C1CC(C)(C)CC(=O)/C1=C(/O)CCC,i,29.3,0.52,1842,1.2,1.3,5.1,i,-2.8,-0.533,-0.182,0.194,0.0379,/,-1.0%,-2.7,964,-6.0,705
CCOc1cc(CNCc2ccccn2)ccc1OCC(=O)NC(C)(C)C,i,45.5,0.47,1462,3.2,2.1,6.5,i,2.4,-0.0619,-0.243,-0.18,0.523,-5.5%,4.3%,3.0,1020,-2.8,599
